Mito fusion act: blocks mitochondrial division or promotes mitochondrial fusion; S. cerevisiae fusion-defective mutant growth rescue, CellTiterGlo 48 h; Potency, µM (top dose mostly 46.1 µM), for the others: at the highest dose growth rescue (activation), hits mostly activators; 320,000 compounds, 0.23% hits; AID 485298;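 also: potency is read from the fitted curve at half-maximal effect; % of control where 0% means no effect; nearly all actives have a fitted effect of over 45% in size; temperature-sensitive fusion mutants such as fzo1-1 at 37 °C on non-fermentable ethanol glycerol medium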
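Yeast fusion mutant, YPEG (non-fermentable carbon), compound, 48 h at 37C non-permissive; CellTiterGlo added, 10 min RT, luminescence read. Rescued growth = division inhibition.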
A-T KAP1 phos: candidate therapy for ataxia-telangiectasia; 320,000 compounds, 0.19% hits; AID 485349; […] A-T fibroblasts, KAP-1 phosphorylation AlphaLISA; neocarzinostatin DNA damage 30 min before lysis; Potency, µM (top dose mostly 57.5 µM), for the others: at the top dose activation, actives largely listed as activators; also: potency is read from the fitted curve at half-maximal effect; % of control where 0% means no effect; nearly all actives have a fitted effect of over 45% in size
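hTERT-immortalized A-T patient fibroblasts ([…]), 500 cells/well in OPTI-MEM, 1% FBS, got compounds for 60 min, then NCS for 30 min at 37C. Lysates were then assayed for phospho-KAP-1 by AlphaLISA (anti-pKAP1 donor, anti-KAP1 acceptor beads), 6 hr at 25C.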
TCR act: activates T cell receptor signaling; primary human leukocytes, anti-CD3, IL-2 HTRF, 48 h; 330,000 tested, under 10 active; Potency, µM (series often up to 9.22 µM), for the others: at the top dose activation of IL-2 secretion, usual class: activators; also: % of control where 0% means no effect
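Using a-CD3 beads without co-stimulation, primary human leukocytes were exposed to compounds for 48 hr. An HTRF IL-2 kit measured the cytokine, with europium-to-d2 energy transfer producing emission at 665nm upon 320nm excitation.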
ASM inhibitor: blocks human secretory acid sphingomyelinase; AID 504937; 340,000 compounds, 0.006% hits; P17405; placental ASM, HMU-PC fluorogenic substrate, 60 min; Potency, µM (series often up to 57.5 µM), inactives show top-dose activity change, negative = inhibition, most hits filed as inhibitors; also: potency is read from the fitted curve at half-maximal effect
Target sequence (P17405 47-631 limits assumed): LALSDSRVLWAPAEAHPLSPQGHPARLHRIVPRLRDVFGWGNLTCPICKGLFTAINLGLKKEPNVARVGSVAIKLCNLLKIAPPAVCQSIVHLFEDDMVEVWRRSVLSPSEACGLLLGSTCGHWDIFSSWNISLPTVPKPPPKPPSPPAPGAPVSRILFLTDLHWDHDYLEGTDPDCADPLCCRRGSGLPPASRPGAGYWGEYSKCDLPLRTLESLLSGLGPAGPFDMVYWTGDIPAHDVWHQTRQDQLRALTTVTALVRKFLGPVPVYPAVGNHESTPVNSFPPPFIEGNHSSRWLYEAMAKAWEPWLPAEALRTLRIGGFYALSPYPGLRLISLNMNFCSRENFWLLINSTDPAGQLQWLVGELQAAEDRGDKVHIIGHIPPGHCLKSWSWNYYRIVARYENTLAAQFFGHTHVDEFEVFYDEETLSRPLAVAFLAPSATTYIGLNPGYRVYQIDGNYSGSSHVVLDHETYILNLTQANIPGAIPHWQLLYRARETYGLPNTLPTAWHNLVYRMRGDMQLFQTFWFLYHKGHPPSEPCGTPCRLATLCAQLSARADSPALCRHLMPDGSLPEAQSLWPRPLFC
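qHTS format. ASM enzyme prepared from human placenta hydrolyses the fluorogenic substrate HMU-PC0 (9 uM final) over 60 min at 37 °C after a 10 min compound preincubation.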
MBNL1-CUG inh: inhibitors of human MBNL1 binding to CUG repeat RNA | Q9NR56 | TR-FRET MBNL1-His/biotin-(CUG)12 binding, 665/545 ratio | Potency, µM (top dose mostly 57.5 µM), without a hit: at the highest dose activity change, negative = inhibition, most hits filed as inhibitors | 280,000 compounds, 0.036% hits | AID 2675; active = well fitted inhibition curve with a large enough effect in the signal ratio, with a control signal flat, not every such curve was filed as active; inconclusive = small, poorly fitted or top-dose-only effect, or effect the other way, or a change in a side signal; inactive = no such curve, though single readings can be large or run the other way; the % refers to the signal ratio; also: potency is read from the fitted curve at half-maximal effect; % is scaled to controls: 0 for no effect and ±100 for the full control effect
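MBNL1-His + Biotin-(CUG)12, cpd titration 92 nM–58 uM; Tb anti-His Ab 0.055 ng/ul, SA-XL665 5 nM (final); 60 min RT; ratiometric 665/545 nm, Ex 340 nm; normalized to buffer and full-complex controls.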
Menin-MLL TR inh: inhibitors of human menin-MLL interaction, mutant MLL peptide. 270,000 compounds, 0.23% hits. Menin + Texas Red MLL mutant peptide, fluorescence polarization. Potency, µM (top dose mostly 61.6 µM), for inactives: at the highest dose FP activity change, negative = inhibition, actives largely listed as inhibitors. AID 1768; active = well fitted inhibition curve with a large enough effect in the polarisation, with a control signal flat, not every such curve was filed as active; inconclusive = small, poorly fitted or top-dose-only effect, or effect the other way, or a change in a side signal; inactive = no such curve, though single readings can be large or run the other way; the % refers to the polarisation; also: potency is read from the fitted curve at half-maximal effect; % of control where 0% means no effect; many of its hits are not listed in these tables
TSHR antagonist: blocks TSH signaling through the human TSH receptor | P16473 | TSHR-expressing cells, TSH-stimulated cAMP HTRF, 2 h; stronger effect = lower value | activity change, negative = inhibition, % at 11.5 µM | 330,000 compounds, 0.2% hits | AID 504810;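 active = activity change below a set negative limit, meaning inhibition stronger than a set level, cut at about -70% in these data; inconclusive = activity change between two set negative limits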; also: % is scaled to controls: 0 for no effect and ±100 for the full control effect
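Cell-based HTRF cAMP assay; TSHR cells + compound, TSH EC80 (4nM final), 2 h, 37 deg C. Lysis with anti-cAMP cryptate and cAMP-d2, 30 min RT, read 665/620 nm.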
MLL CXXC-DNA inh: blocks binding of human MLL CXXC domain to DNA. AID 2662. Potency, µM (highest dose often 115 µM), without a hit: at the highest dose activity change, negative = inhibition, actives largely listed as inhibitors. 290,000 compounds, 0.037% hits. Q03164. MLL-CXXC / FITC-HOXA9 DNA fluorescence polarization; active = well fitted inhibition curve with a large enough effect in the polarisation, with a control signal flat, not every such curve was filed as active; inconclusive = small, poorly fitted or top-dose-only effect, or effect the other way, or a change in a side signal; inactive = no such curve, though single readings can be large or run the other way; the % refers to the polarisation; also: potency is read from the fitted curve at half-maximal effect
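Purified MLL-CXXC (added from a 7 uM solution) was preincubated 5 min at ambient with pinned compounds in 50 mM Tris-HCl pH 7.5, 50 mM NaCl, 1 mM DTT, 0.05% BSA. Fluorescein-labeled HOX-A9 DNA (50 nM solution) followed, 30 min, then polarization read.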
PTAP TSG101 blk: blocks PTAP/TSG101 interaction to inhibit HIV-1 budding. Q99816. Fluorescence polarization, FITC-PTAP peptide / Tsg101 binding. Potency, µM (series often up to 115 µM), inactives show top-dose activity change, negative = inhibition, hits mostly inhibitors. 340,000 tested, under 10 active. AID 493005; active = well fitted inhibition curve with a large enough effect in the main read-out, with a control signal flat, not every such curve was filed as active; inconclusive = small, poorly fitted or top-dose-only effect, or effect the other way, or a change in a side signal; inactive = no such curve, though single readings can be large or run the other way; also: potency is read from the fitted curve at half-maximal effect; % of control where 0% means no effect
Target sequence (Q99816 whole entry, looked up): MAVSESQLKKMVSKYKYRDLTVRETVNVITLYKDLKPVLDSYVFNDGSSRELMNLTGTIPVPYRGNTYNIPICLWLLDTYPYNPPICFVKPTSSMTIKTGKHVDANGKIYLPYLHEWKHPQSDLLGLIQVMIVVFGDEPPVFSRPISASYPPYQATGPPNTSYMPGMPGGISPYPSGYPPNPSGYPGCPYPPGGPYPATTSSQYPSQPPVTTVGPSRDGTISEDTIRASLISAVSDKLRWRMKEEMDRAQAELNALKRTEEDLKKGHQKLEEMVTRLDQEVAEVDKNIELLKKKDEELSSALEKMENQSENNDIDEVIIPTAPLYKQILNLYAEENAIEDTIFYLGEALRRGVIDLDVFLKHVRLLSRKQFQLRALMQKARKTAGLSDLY
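FP read-out: FITC-PTAP peptide, 50 nM final, binding Tsg101 binding domain, 10 uM final; 20 min, r.t.; 10 mM HEPES pH 7.5, 0.15 M NaCl, 0.01% Tween 20, 3 mM EDTA, 0.1 mM TCEP.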
a7 integrin act: integrin-mediated muscular dystrophy alleviation activation; alpha7betagal myoblasts, beta-gal FDG fluorescence, 48 h; 350,000 compounds, 0.064% hits; Potency, µM (series often up to 38.3 µM), inactives show at the top dose activation, hits mostly activators;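 also: potency is read from the fitted curve at half-maximal effect; 100% = response of the positive control SU9516; nearly all actives have a fitted effect of over 60% in size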
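alpha7betagal+/- myoblasts (passage 13, 250/well) treated 48 h at 37C with compounds at 1:260 dilution of DMSO stock. Lysed, then beta-galactosidase activity read as FDG fluorescence (ex 480/em 540) after 30 min, with pre-read for autofluorescence.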
* marks the source's active call; other numbers are inactive results; ? = inconclusive; / = not tested or not shown; [ ] = remark or other dose. Unless noted, calls follow the shape of the dose curve; as a rule, active = well fitted curve in the direction sought with a large enough effect; inconclusive = small, poorly fitted or top-dose-only effect, or another doubt; inactive = no such curve, though single readings can be large; an effect the other way counts as inactive or inconclusive. Not all compounds are listed (hit frequency here may not be typical).

Values run as follows: Mito fusion act | A-T KAP1 phos | TCR act | ASM inhibitor | MBNL1-CUG inh | Menin-MLL TR inh | TSHR antagonist | MLL CXXC-DNA inh | PTAP TSG101 blk | a7 integrin act
- C[C@]12C=CC(=O)C=C1CCC1C2CC[C@@]2(C)C1CCC21OCCO1 (stereo partly drawn)
  / | 0% | 2% | 1% | / | / | 2 | / | -4% | -59%[inhibitor]
- COC(=O)COc1ccc(C(=O)Cn2c(NCCCO)nc3ccccc32)cc1
  / | / | 8% | 10% | / | / | / | / | -1% | ?
- COc1ccc([C@H]2CC(=O)C=C(c3cc(F)ccc3F)C2)cc1OC
  ? | 2% | -4% | 4% | / | / | -1 | / | 2% | -30%
- COc1ccc(S(=O)(=O)N2CCOCC2)cc1NC(=O)c1ccc(Cl)cc1
  0% | 1% | -5% | -3% | / | / | 0 | / | -6% | 5%
- COc1cccc(N2C(=O)C(c3ccccc3)=C(c3nc4ccccc4s3)C2NC(C)=O)c1 (stereo not drawn)
  5% | 3% | -1% | -9% | 0% | 3% | 1 | 4% | -3% | -25%
- CC(=O)c1ccc2noc(-c3ccc(Cl)cc3)c2c1
  0% | 0% | -1% | 41%[activator] | 12% | 0% | -9 | 0% | -3% | 2%
- COc1ccc(/C=C(\C#N)C(=O)OCC(=O)N2CC(C)OC(C)C2)cc1 (stereo not drawn)
  -1% | 1% | 5% | -1% | ? | 1% | -3 | -8% | 1% | -21%
- CSc1ccccc1C(=O)NCCSc1ccc(C)cc1
  4% | -1% | 7% | 1% | -1% | -9% | -5 | 9% | 0% | 7%
- COc1ccccc1NC(=O)c1c(Br)cnn1C
  -1% | 1% | -1% | -1% | -8% | -3% | 4 | 22% | -2% | 7%
- O=S1(=O)N[C@@H](CC2CCCCC2)COc2cc(Br)ccc21
  / | 12% | 1%[46.1 µM] | -1% | / | / | -4 | / | -2% | -3%
- COc1ccc(O)c(/C=N/Nc2nc(C)cc(-c3ccccc3)n2)c1
  / | / | 0% | -9% | / | / | / | / | -6% | -31%
- Cc1ccc(S(=O)(=O)NCCn2nc(C)cc2C)cc1
  0% | 5% | 3% | 1% | -5% | -14% | 11 | -2% | -1% | -18%
- COCCNC(=S)N1CCN(c2cccc(C)c2C)CC1
  24% | -1% | -6% | -2% | -19% | -5% | 1 | 14% | 1% | 27%
- CCOC(=O)c1cn[nH]c1NC(=S)Nc1ccc(OC)cc1
  -4% | 10% | -9% | 4% | -3% | / | 6 | 3% | -5% | -14%
- COC(=O)c1ccc(CN2CCC(Oc3cccc(C(=O)N4CCOCC4)c3)CC2)cc1
  1% | 0% | 1% | -3% | ? | / | -4 | 20% | -6% | -1%

Whole records, looked up by structure. Screens in order: Mito fusion act, A-T KAP1 phos, TCR act, ASM inhibitor, MBNL1-CUG inh, Menin-MLL TR inh, TSHR antagonist, MLL CXXC-DNA inh, PTAP TSG101 blk, a7 integrin act
COc1ccc([C@H]2CC(=O)C=C(c3cc(F)ccc3F)C2)cc1OC is listed with ?, 2%, -4%, 4%, /, /, -1, /, 2%, -30%
CCOC(=O)c1cn[nH]c1NC(=S)Nc1ccc(OC)cc1 is listed with -4%, 10%, -9%, 4%, -3%, /, 6, 3%, -5%, -14%
CSc1ccccc1C(=O)NCCSc1ccc(C)cc1 is listed with 4%, -1%, 7%, 1%, -1%, -9%, -5, 9%, 0%, 7%
O=S1(=O)N[C@@H](CC2CCCCC2)COc2cc(Br)ccc21 is listed with /, 12%, 1%[46.1 µM], -1%, /, /, -4, /, -2%, -3%

The list continues.
Values run as follows: Mito fusion act | A-T KAP1 phos | TCR act | ASM inhibitor | MBNL1-CUG inh | Menin-MLL TR inh | TSHR antagonist | MLL CXXC-DNA inh | PTAP TSG101 blk | a7 integrin act
- COc1ccccc1N1CCN(C2CC(=O)N(c3cccc(Cl)c3)C2=O)CC1 (stereo not drawn)
  -18% | -2% | -2% | 7% | 3% | -10% | -5 | -1% | 3% | ?
- CCCn1c(=O)c2ccccc2n2c(SCC(=O)c3cc(C)n(CC4CCCO4)c3C)nnc12 (stereo not drawn)
  -3% | 11% | / | / | -11% | 12% | -1 | 5% | / | /
- Cc1cc(C)c(NC(=O)c2ccc(S(=O)(=O)N(C)C)cc2)c(C)n1
  1% | 9% | 2% | -1% | 1% | -18% | 2 | -1% | -7% | 2%
- COc1ccc(CNC(=O)CN2C(=O)c3ccc([N+](=O)[O-])cc3C2=O)cc1
  -1% | 4% | 5% | -1% | ? | / | 0 | 2% | -1% | ?
- CC(C(=O)O)N1C(=O)CSc2ncccc21 (stereo not drawn)
  0% | 2% | 9% | 10% | 10% | -4% | 1 | 15% | -1% | 16%
- Cn1c(CN2CCN(S(C)(=O)=O)CC2)nc2cc([N+](=O)[O-])ccc21
  0% | 5% | -5% | -1% | ? | 15% | 0 | 15% | 0% | 20%
- Cc1c(C(=O)N2CCN(c3ccccn3)CC2)sc2ncnc(N3CCN(c4ccccc4)CC3)c12
  / | / | 3% | -5% | / | / | / | / | -3% | -27%
- COC(=O)C1=C(\O)CCCC/C=C\1C(=O)O
  / | / | 4% | 3% | / | / | / | / | -4% | 18%
- O=C(COc1ccc([N+](=O)[O-])cc1Cl)NCCc1ccccc1
  15% | 4% | -7%[46.1 µM] | 4% | ? | 0% | -3 | 20% | -3% | 17%
- Clc1ccc2c(NCc3ccccn3)ncnc2c1
  -5% | -1% | 4% | 9% | -3% | -8% | 25 | 0% | -2% | 0%
- COCCn1c(SCC(=O)Nc2ncc(C)s2)nc2sc3c(c2c1=O)CCC3
  14% | -1% | / | / | -3% | 12% | -19 | 2% | / | /
- COCC(C)NC(=O)c1ccc(-n2nc(C(F)(F)F)cc2-c2cccs2)cc1 (stereo not drawn)
  2% | 8% | / | -1% | -4% | -7% | -7 | -3% | 1% | 9%
- COc1ccc(C(=N/O)/C(=N/O)c2ccc(OC)cc2)cc1
  0% | 4% | 2% | -2% | -2% | 12% | 8 | -4% | -11% | -7%
- Fc1ccccc1NC(=S)N1CCCCC1
  4% | -5% | 9%[46.1 µM] | 2% | ? | -8% | 13 | -4% | 0% | -15%
- Cc1cc(C(=O)Nn2cnc3ccccc3c2=O)ccc1[N+](=O)[O-]
  10% | / | -9% | -3% | / | -1% | 1 | -6% | -1% | 2%
- O=C(O)CNS(=O)(=O)c1ccc2c(c1)C(=O)c1cc(S(=O)(=O)NCC(=O)O)ccc1-2
  2% | 1% | 5% | 4% | ? | 21% | -9 | -19% | -9% | 7%
- C=CCNC(=S)NCC
  -2% | 3% | -7% | -1% | -3% | 10% | 2 | 0% | -2% | 5%
- CC(=O)Nc1ccc(NC(=O)COC(=O)c2ccc(C)s2)cc1
  -1% | / | -6% | -2% | -2% | 6% | -2 | 6% | -2% | -19%
- COc1ccc(NS(=O)(=O)c2cc(NC(=O)C3CC3)ccc2N2CCCCC2)cc1
  20% | 3% | -5% | -13% | -3% | -3% | 5 | 7% | -4% | -21%
- COc1cc(/C=C2\SC(=Nc3ccc(F)cc3)N(c3ccc(F)cc3)C2=O)ccc1OCC(=O)O
  -2% | 1% | / | / | 18% | ? | -16 | 6% | / | /
- CCOc1ccc(NC(=O)c2cc(OC)nc3ccccc23)cc1
  3% | 5% | -3% | 2% | 6% | -13% | 11 | -4% | 3% | -32%
- COc1ccc(CC(=O)NNC(=S)Nc2ccccc2)cc1Br
  -13% | 0% | -3% | -9% | -1% | 23% | -3 | 3% | -2% | 20%
- COCCNC(=S)N/N=C(\C)c1ccc(OC)cc1
  -8% | 1% | 1%[46.1 µM] | 0% | -16% | -8% | 6 | -2% | -1% | -16%
- O=C(Nc1ccc(-c2nnco2)cc1)c1ccccc1
  4% | 5% | -2% | -5% | 4% | 1% | -7 | 7% | -2% | 3%
- CCOC(=O)c1sc(NC(=O)CSc2nnc(Cc3ccccc3)o2)c(C(=O)OCC)c1C
  2% | / | 3% | -2% | -1% | 3% | -4 | 5% | 2% | 17%
- Cc1ccc(C(=O)CNc2cccc(Cl)c2)cc1
  -1% | 10% | 2%[46.1 µM] | 0% | 1% | -3% | -14 | 1% | 1% | -26%
- O=C(O)C1CCN(S(=O)(=O)c2ccc(Cl)s2)CC1
  / | 9% | 1% | 4% | / | / | -12 | / | -5% | -11%

Screens (PubChem BioAssay)
